Screening data: PubChem, several laboratories
Rpn11 inh – Rpn11 (PSMD14) deubiquitinase inhibitors, primary screen, biochemical, fluorescence polarization, uHTS. human 26S proteasome, Ub4-pepOG fluorescence polarization; 20S core pre-blocked with epoxomicin. 360,000 compounds, 0.59% hits. calls only at 20 µM. AID 588493, 2011. 26S proteasome non-ATPase regulatory subunit 14 (Homo sapiens), O00487;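 active means inhibition at 20 µM, scaled to each plate's controls, above about 33%, limit read from the data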
MLLE-PAM2 inh – inhibitors of PABP1 MLLE–PAM2 peptide binding, primary screen, biochemical, fluorescence polarization, FITC-PAM2, GST-MLLE; Polyadenylate-binding protein 1 (Homo sapiens), P11940; inhibition, % at 20 µM; 360,000 compounds, 0.36% hits; AID 588489, 2011; in the data active means inhibition above about 35%, passing the limit was not always enough;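 further: plate controls were DMSO wells with GST-MLLE for no effect and wells lacking GST-MLLE protein for full effect; some results filed as inactive read as strong as hits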
Neddylation inh – inhibitors of cullin neddylation, primary screen, biochemical, TR-FRET, uHTS, NAE and Ubc12; AID 651699, 2012; 360,000 compounds, 0.58% hits; calls only at 25 µM; NEDD8-conjugating enzyme Ubc12 (Homo sapiens) + NEDD8-activating enzyme E1 regulatory …; in the data active means inhibition above about 36%
Rin1 Abl inh – inhibitors of Rin1-Abl protein binding, primary screen, biochemical, TR-FRET. inhibition, % at 7.35 µM. 360,000 compounds, 0.4% hits. Tyrosine-protein kinase ABL1 (Homo sapiens) + Ras and Rab interactor 1 (Homo sapiens), …. AID 588664, 2011; in the data active means inhibition above about 5%, passing the limit was not always enough
FAS-TE inh – FAS thioesterase domain inhibitors, primary screen, biochemical, fluorescence intensity, uHTS | Fatty acid synthase (Homo sapiens), P49327 | recombinant FAS-TE, OMFH fluorogenic substrate, fluorescence endpoint | inhibition, % at 15 µM | 360,000 compounds, 0.67% hits;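 active means compounds whose normalised, plate-corrected inhibition of enzyme fluorescence in the single-dose primary screen is 50% or more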;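 further: 0% = DMSO with enzyme and 100% = substrate without enzyme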
Target sequence (P49327 whole entry, looked up, the tested form may be a part): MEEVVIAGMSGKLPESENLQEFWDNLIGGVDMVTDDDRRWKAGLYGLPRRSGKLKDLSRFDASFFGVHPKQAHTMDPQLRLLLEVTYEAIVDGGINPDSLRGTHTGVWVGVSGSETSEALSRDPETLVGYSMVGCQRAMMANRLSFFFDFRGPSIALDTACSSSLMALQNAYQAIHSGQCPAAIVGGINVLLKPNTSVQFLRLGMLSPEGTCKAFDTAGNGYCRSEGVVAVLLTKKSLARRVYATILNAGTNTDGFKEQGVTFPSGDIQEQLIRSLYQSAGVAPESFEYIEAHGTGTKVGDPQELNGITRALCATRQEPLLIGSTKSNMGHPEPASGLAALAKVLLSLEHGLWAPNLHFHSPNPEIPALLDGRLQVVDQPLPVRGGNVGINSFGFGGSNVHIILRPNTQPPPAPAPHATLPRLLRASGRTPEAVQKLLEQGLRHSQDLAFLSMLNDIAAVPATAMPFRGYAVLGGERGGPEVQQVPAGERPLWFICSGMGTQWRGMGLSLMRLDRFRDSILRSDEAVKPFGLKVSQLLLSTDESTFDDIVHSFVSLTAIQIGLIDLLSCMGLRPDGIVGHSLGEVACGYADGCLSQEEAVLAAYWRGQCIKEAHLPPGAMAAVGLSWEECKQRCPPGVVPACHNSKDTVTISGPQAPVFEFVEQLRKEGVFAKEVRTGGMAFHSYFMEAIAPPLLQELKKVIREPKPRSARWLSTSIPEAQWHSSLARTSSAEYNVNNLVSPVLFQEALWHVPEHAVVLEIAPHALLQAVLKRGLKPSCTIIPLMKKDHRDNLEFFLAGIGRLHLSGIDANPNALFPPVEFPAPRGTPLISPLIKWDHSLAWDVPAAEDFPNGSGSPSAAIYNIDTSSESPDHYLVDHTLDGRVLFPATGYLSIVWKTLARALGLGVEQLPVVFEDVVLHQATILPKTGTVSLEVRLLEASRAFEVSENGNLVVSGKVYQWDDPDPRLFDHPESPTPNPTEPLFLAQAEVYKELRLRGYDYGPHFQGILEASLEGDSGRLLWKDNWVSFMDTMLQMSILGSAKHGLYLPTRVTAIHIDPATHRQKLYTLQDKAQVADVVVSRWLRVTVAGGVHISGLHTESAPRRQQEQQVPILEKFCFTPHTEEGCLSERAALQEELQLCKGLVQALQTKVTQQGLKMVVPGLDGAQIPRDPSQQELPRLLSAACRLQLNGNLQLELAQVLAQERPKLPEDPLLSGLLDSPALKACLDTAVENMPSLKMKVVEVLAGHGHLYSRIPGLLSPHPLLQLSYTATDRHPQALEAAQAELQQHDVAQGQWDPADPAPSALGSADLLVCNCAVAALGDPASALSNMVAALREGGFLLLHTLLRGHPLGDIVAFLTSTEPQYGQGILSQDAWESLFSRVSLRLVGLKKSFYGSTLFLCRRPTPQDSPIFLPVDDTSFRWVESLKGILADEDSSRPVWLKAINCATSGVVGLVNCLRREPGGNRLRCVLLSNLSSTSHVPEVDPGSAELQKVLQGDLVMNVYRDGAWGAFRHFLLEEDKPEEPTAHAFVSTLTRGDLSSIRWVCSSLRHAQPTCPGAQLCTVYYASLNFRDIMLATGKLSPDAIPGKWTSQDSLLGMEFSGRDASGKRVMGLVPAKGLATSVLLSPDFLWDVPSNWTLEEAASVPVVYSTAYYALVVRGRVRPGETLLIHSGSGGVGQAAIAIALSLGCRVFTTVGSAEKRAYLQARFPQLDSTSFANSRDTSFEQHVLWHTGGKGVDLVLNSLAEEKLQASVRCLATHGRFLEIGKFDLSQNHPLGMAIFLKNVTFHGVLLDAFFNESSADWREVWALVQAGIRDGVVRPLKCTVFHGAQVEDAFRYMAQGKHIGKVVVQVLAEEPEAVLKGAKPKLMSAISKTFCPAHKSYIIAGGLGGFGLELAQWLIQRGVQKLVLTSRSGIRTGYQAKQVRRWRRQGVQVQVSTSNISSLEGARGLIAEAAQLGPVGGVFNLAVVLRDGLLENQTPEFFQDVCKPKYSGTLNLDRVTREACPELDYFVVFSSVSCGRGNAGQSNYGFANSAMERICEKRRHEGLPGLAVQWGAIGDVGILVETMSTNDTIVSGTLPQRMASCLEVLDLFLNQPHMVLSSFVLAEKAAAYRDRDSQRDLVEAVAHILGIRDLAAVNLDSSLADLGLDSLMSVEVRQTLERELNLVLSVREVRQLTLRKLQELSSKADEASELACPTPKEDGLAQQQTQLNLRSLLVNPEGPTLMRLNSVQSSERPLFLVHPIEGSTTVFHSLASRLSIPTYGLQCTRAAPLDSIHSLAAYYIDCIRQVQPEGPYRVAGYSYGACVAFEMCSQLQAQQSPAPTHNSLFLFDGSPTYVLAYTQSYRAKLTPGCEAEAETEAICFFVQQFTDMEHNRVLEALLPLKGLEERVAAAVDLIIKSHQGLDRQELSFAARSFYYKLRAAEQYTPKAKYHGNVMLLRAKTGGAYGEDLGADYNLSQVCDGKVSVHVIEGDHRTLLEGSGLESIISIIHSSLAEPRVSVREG
CSN inh – inhibitors of CSN-mediated cullin deneddylation, primary screen, biochemical, fluorescence polarization, uHTS. COP9 signalosome complex subunit 5 (Homo sapiens), Q92905. Purified CSN, SCF-Nedd8-OG deneddylation. inhibition, % at 12.5 µM. 360,000 compounds, 0.38% hits. AID 651999, 2013;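 active means pattern-corrected inhibition above about 35%, with an unprinted fluorescence ratio check between 0.5 and 1.5, limit read from the data, passing the limit was not always enough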;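 further: 0% = enzyme with substrate and 100% = substrate without enzyme; some results filed as inactive read as strong as hits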
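Material: human Csn5 produced in HEK293T cells; Input: enzyme 0.24 nM; Reagent: SCFSkp2-Nedd8OG substrate at 10 nM final; Dosing: 12.5 µM compound; Incubation: 90 min reaction at room temperature; Detection: fluorescence polarization of the substrate; Evaluation: % inhibition of substrate cleavage by Csn5; Control set: substrate-only high control, full reaction low control.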
NadD block – inhibitors of S. aureus NadD, primary screen, biochemical, colorimetric, uHTS; Nicotinate-nucleotide adenylyltransferase NadD (Staphylococcus aureus N315); 360,000 compounds, 0.78% hits; purified NadD enzyme, colorimetric absorbance read-out; inhibition, % at 20 µM; in the data active means inhibition above about 26%; further: some compounds past the cut are filed as inactive
SKN-1 inh – suppressors of acrylamide-induced Pgst-4::GFP reporter in worms, primary screen, SKN-1 inhibitor project, whole organism, uHTS, GFP/RFP fluorescence ratio, strain VP596; C. elegans VP596 Pgst-4::GFP/RFP ratio, 24 h; inhibition, % at 21.8 µM; 360,000 compounds, 0.49% hits; AID 624304, 2012;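 active means interference check ratio from 0.5 to 1.5 plus GFP to RFP signal ratio inhibition reaching or exceeding a fixed threshold, cut at about 30% in these data, passing the limit was not always enough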; further: some compounds called inactive have numbers as strong as hits
MT1-MMP act inh – blockers of MT1-MMP proenzyme processing, primary screen, HT1080 RFP-PRO-GFP cells, GFP/RFP fluorescence. Matrix metalloproteinase-14 (Homo sapiens), P50281. GFP/RFP ratio fluorescence, overnight; percent of plate control window, DMSO zero. GFP/RFP ratio change, % at 20 µM. 360,000 compounds, 0.061% hits;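 active means GFP/RFP ratio change of at least 30% with cell ATP level not reduced by more than half and red fluorescence within 50% of control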; further: strong numbers were not always called active
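Material – HT1080 RFP-PRO-GFP cells · Control set – DMSO wells and RFP-L50D-GFP cells · Incubation – overnight cell settling, then overnight compound exposure, 37 °C, 5% CO2 · Compound dosing – single-point 20 µM compound, 1% DMSO · Read-out – GFP/RFP fluorescence ratio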
The depositor's hits bear a star; i = inactive; . = no result given.

SMILES	Rpn11 inh	MLLE-PAM2 inh	Neddylation inh	Rin1 Abl inh	FAS-TE inh	CSN inh	NadD block	SKN-1 inh	MT1-MMP act inh
CN(C)c1ccc(NC(=O)Cn2ncn3c(cc4ccccc43)c2=O)cc1	i	-9	i	-1	-2	5	22	-3	3
Cc1ccc(-c2nnc(CSc3nc4cc5c(cc4cc3C)OCO5)o2)cc1	i	-12	i	1	28	4	-1	4	2
CC(C)Oc1ccc(C(=O)N2CCN(C(=O)c3ccco3)CC2)cc1	i	12	i	1	-4	-4	6	3	-2
O=C(Cn1cnc2cc([N+](=O)[O-])ccc2c1=O)NC(=O)NCc1ccccc1	i	-1	i	-4	4	-1	0	-6	1
CC(=O)c1sc(=S)n(Cc2ccccc2)c1C	i	-12	i	-3	22	1	0	16	1
Cc1ccc(C(=O)N2CCN(c3ccc(NC(=O)c4ccc(Br)o4)cc3)CC2)cc1	i	-8	i	2	3	-3	7	25	9
NC(=O)CSc1nc2ccccc2c(=O)n1Cc1ccccc1	i	-4	i	-3	0	1	-1	2	-2
CCOC(=O)c1ccc(N=Nc2c(C)[nH]n(-c3ccccc3)c2=O)cc1	i	-5	i	0	16	0	-6	0	3
CCC(CO)NS(=O)(=O)c1cc(-c2nn(C)c(=O)c3ccccc23)ccc1C (configuration not stated)	i	4	i	-3	-1	-1	-4	10	1
CCC1(C)NC(=O)N(CC(=O)c2cc(C)n(C3CC3)c2C)C1=O (configuration not stated)	i	5	i	0	-6	1	-4	-12	5
O=C(CSc1ccccn1)N1CCN(c2ccccc2)CC1	i	32	i	5	-6	-1	-3	4	-1
COc1ccccc1C(=O)NNC(=O)c1cccc(Br)c1	i	10	i	0	-3	4	-2	2	-4
CCOC(=O)CSc1nnc(CSc2nc3ccccc3c(=O)[nH]2)n1-c1ccccc1	i	11	i	-1	-4	6	-4	-22	-2
Cc1ccc(-c2nc(Nc3ccc(N4CCOCC4)cc3)c3ccccc3n2)cc1	i	15	i	0	23	-1	7	11	2
CC(C)c1nnc(NC(=O)CCC(=O)NCc2cccs2)s1	i	-12	i	6	-8	-3	-9	0	1
CC(C)(C)NC(=S)NC1CC1	i	-12	i	1	-5	0	-1	1	4
Cc1ccc(NC(=O)c2oc3ccccc3c2C)nc1	i	1	i	1	8	2	-4	22	2
O=C(Nc1cc(-c2ccccc2)cs1)c1ccco1	i	22	i	-3	10	3	-12	27	11
COc1ccc(CC(N)c2csc(NC(=O)NCc3ccccc3)n2)cc1 (configuration not stated)	i	-13	i	-1	-7	-4	3	25	-1
O=S(=O)(c1ccc(NCCCO)nc1)N1CCOCC1	i	10	i	3	-5	-9	-5	9	0
O=C(NC1(c2ccccc2)CC1)C1CCC(=O)N(Cc2ccc(Cl)cc2)C1 (configuration not stated)	i	-5	i	3	-5	0	5	-5	1
COc1cccc(CN(C)CC(=O)Nc2cccc3ccccc23)c1	i	1	i	-5	7	-7	-8	8	0
CCCn1nnnc1NCc1ccccc1OCc1ccc(F)cc1	i	4	i	1	-1	-1	-3	4	1
COc1ccc(C(=O)OCn2nnc3ccccc3c2=O)cc1[N+](=O)[O-]	i	-2	i	2	18	4	4	17	1
COc1ccc(-c2nn(-c3ccccc3)cc2C(=O)O)cc1	i	-1	i	4	-8	4	0	-5	2
COc1ccc(C(=O)Nc2ccc(-n3nncc3C(C)(C)C)cc2)cc1	i	-2	i	-2	-1	0	-5	7	-2
O=C(COC(=O)CCCN=C1NS(=O)(=O)c2ccccc21)NC(=O)NC1CCCC1	i	14	i	-3	-2	3	-4	-4	6
O=C(/C=C/c1ccccc1)OCC(=O)N1CCN(c2ccccc2)CC1	i	1	i	1	0	4	1	6	3
O=C(NCCc1c[nH]c2ccccc12)C(=O)NCC(c1ccco1)N1CCN(c2ccccc2)CC1 (configuration not stated)	i	-10	i	2	8	5	-2	3	-1
O=C1C2C3C=CC(C4CC34)C2C(=O)N1/N=C/c1ccc(-c2ccc(Cl)cc2[N+](=O)[O-])o1 (configuration not stated)	i	19	i	1	2	-3	9	21	-4

Quoted at random: four compounds from above
SMILES	Rpn11 inh	MLLE-PAM2 inh	Neddylation inh	Rin1 Abl inh	FAS-TE inh	CSN inh	NadD block	SKN-1 inh	MT1-MMP act inh
O=C(NCCc1c[nH]c2ccccc12)C(=O)NCC(c1ccco1)N1CCN(c2ccccc2)CC1 (configuration not stated)	i	-10	i	2	8	5	-2	3	-1
Cc1ccc(C(=O)N2CCN(c3ccc(NC(=O)c4ccc(Br)o4)cc3)CC2)cc1	i	-8	i	2	3	-3	7	25	9
Cc1ccc(NC(=O)c2oc3ccccc3c2C)nc1	i	1	i	1	8	2	-4	22	2
CCCn1nnnc1NCc1ccccc1OCc1ccc(F)cc1	i	4	i	1	-1	-1	-3	4	1

(listing goes on)
SMILES	Rpn11 inh	MLLE-PAM2 inh	Neddylation inh	Rin1 Abl inh	FAS-TE inh	CSN inh	NadD block	SKN-1 inh	MT1-MMP act inh
O=C(NC(=S)Nc1cccc(O)c1)c1cncc(Br)c1	i	42*	i	-2	0	-1	5	-10	-1
COCCCNC(=S)Nc1c(C)cc(C)cc1C	i	-11	i	-1	-6	2	-3	5	0
Cc1ccc(C)n1-c1ccc(C(=O)NN=C2CCCC2)cc1	i	9	i	-3	-3	8	2	-14	5
CC(C)N1C(=O)C(=O)N(CC(=O)N(C)c2ccccc2)C1=O	i	-1	i	0	-11	1	-1	8	-1
Cc1nc2ccccn2c1C(=O)Nc1ccc(Cl)cc1	i	7	i	0	1	-9	-4	20	-3
CN(C)c1ccc(NC(=O)Nc2csc3ccccc23)cc1	i	21	i	2	9	0	-5	15	2
CC(OC(=O)C1=COCCO1)C(=O)NC1CCCCC1C (configuration not stated)	i	-7	i	-1	-10	0	-6	3	-1
COc1ccccc1C(=O)COC(=O)Cn1nc(C)c([N+](=O)[O-])c1C	i	2	i	0	13	5	-7	11	0
NC(=O)C1CCN(S(=O)(=O)c2cccc(C(=O)O)c2)CC1	i	1	i	-1	-4	-2	3	17	-1
COc1ccc(C(=O)NCCS(=O)(=O)N(C)C2CCCCC2)cc1	i	20	i	1	-4	-9	0	7	-5
CC(C)(C)c1nnc(N/N=C/c2ccccc2)n(N)c1=O	i	-1	i	2	-2	-8	-4	0	-26
Cc1cc(C(=O)CSc2nc(N)cc(N)n2)c(C)n1-c1cccc(C(F)(F)F)c1	i	-14	i	0	10	6	21	13	3
O=C(Nc1ccncc1)Nc1cccc(Cl)c1Cl	i	-5	i	3	5	2	-8	17	-6
O=C(CN1C(=O)c2ccccc2S1(=O)=O)N1CCOCC1	i	-6	i	-1	-7	0	-5	3	3
COc1ccc(Cc2noc(=O)[nH]2)cc1	i	-1	i	-1	-7	2	-4	21	0
N#C/C(=C/c1ccc(Cl)cc1)NC(=O)c1ccccc1	i	1	i	0	1	11	-5	-14	5
O=C(c1ccccc1)c1ccc(OC(=O)N2CCOCC2)cc1	i	-9	i	1	-6	-3	0	13	6
Cn1cc([C@]2(O)C(=O)Nc3ccccc32)c2ccccc21	.	.	i	.	.	0	.	8	-1
Cc1ncc([N+](=O)[O-])n1CC(=O)Nc1ccc2c(c1)OCO2	i	-9	i	1	-8	-2	2	2	-3
CC(C)CNC(=O)C(=O)NC1CCCC1	i	4	i	-1	-10	-1	-1	2	-5
Cc1c(NC(=O)c2ccc3c(c2)OCO3)c(=O)n(-c2ccccc2)n1C	i	3	i	2	-10	6	4	5	-3
COc1cc(NC(=O)c2noc3c2CCCC3)c(OC)cc1Cl	i	-9	.	4	0	-1	-3	9	-4
Cc1cc(C)cc(CSc2nnc(C)c(=O)[nH]2)c1	i	2	i	-2	-3	-2	-2	-12	-6
CC(=O)c1ccc(N/N=C(/C(N)=O)C2=NC(C)(C)Cc3ccccc32)cc1	i	1	i	-2	4	-1	5	21	2
CC1CCCCN1C(=O)COC(=O)c1ccc2c(c1)C(=O)N(Cc1ccco1)C2=O (configuration not stated)	i	-3	i	3	-7	3	-2	-6	-2
CC(=O)Cc1nsc(NC(=O)c2ccc(-c3ccc(F)cc3)o2)n1	i	-11	i	1	-7	-1	-9	1	-2
CCN(CC)C(=O)CSc1nnc(-c2cc(OC)cc(OC)c2)o1	i	-2	i	0	-12	-2	0	-3	2
CC(C)NC(=O)COc1coc(CN2CCN(c3ccccc3F)CC2)cc1=O	i	8	i	-1	-7	-3	-9	2	4
Cc1ccc(CNC(=O)CCC(=O)n2ncc3cc(C)ccc32)cc1	i	-8	i	-1	-4	2	-5	-5	2
Cc1ccc(-n2nnc(-c3cc4ccccc4nc3Cl)n2)cc1	i	-19	i	4	1	0	1	19	7
O=C(CSc1ccc(Br)cc1)NCC(c1ccco1)N1CCCCC1 (configuration not stated)	i	5	i	2	4	3	-9	5	0
COc1ccc2c(C)cc(SCC(=O)NC3CCCC3)nc2c1	i	10	i	-16	1	4	0	11	-2
C=CCOc1ccc(/C=N/Nc2ccccn2)cc1OC	i	5	i	-7	-5	3	-2	1	7
Cc1nn(Cc2ccccc2)c(C)c1NC(=O)c1noc2c1CCc1ccccc1-2	i	-5	i	-2	16	3	0	4	2
CCOC(=O)c1cc(-c2ccccc2C)nn1CC1CC(c2ccc(OC)cc2)=NO1 (configuration not stated)	i	-6	i	0	33	2	-5	-4	1
O=C(CC(=O)c1ccccc1)Nc1cccnc1	i	2	i	-2	-10	3	-2	1	-1
c1ccc(-c2nnc3n2N=C(c2ccc4c(c2)OCO4)CS3)nc1	i	10	i	0	-7	-1	4	8	3
CCN(CC)S(=O)(=O)c1cccc(NC2=NCCCCC2)c1	i	-4	i	1	-8	-2	-4	-5	-1
Cc1ccc(S(=O)(=O)N2CCCCC2)cc1C(=O)Nc1ccc(S(=O)(=O)Nc2ncccn2)cc1	i	8	i	3	-2	6	2	0	-3
O=CN1CCN(C(C(=O)NC2CCCCC2)c2ccc(Cl)cc2)CC1 (configuration not stated)	i	-2	i	1	-3	4	1	9	2
CCc1nnc(NS(=O)(=O)c2ccc(N/C=C/C(=O)c3ccc(OC)cc3)cc2)s1	i	-4	i	0	1	7	26	4	-3
O=C(Cc1csc(-c2ccc(F)cc2)n1)Nc1cccc(S(=O)(=O)NC2=NCCC2)c1	i	-35	i	-1	-2	-1	5	-4	3
O=C(NCCCN1CCCC1=O)c1ccc(OCc2ccccc2)cc1	i	-7	i	3	-7	-6	-4	1	0
CCOC(=O)CC(NC(=O)CCc1c(C)nc2ncnn2c1C)c1ccc(OC(C)C)cc1 (configuration not stated)	i	-4	i	1	-9	-5	2	-5	0

Hits appear at their usual frequency (roughly 3.9% active in at least one column).
